Bioassay records from PubChem BioAssay.
HCMV inh = human cytomegalovirus inhibition; HFF cells, HCMV-luciferase reporter, 72 h; stronger effect = lower value; 410,000 compounds, 4.5% hits; activity change, negative = inhibition, % at 57.5 µM; in the data active = activity change below about -60%; inconclusive = no clear call, values can overlap the other calls; inactive = above about -39%
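Human foreskin fibroblasts infected with luciferase-reporter HCMV at MOI 1 PFU/cell, compounds at two doses. Luciferase measured 72 h post infection; normalized to buffer-only basal and Salinomycin (10uM) controls.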
AmpC detergent = AmpC beta-lactamase inhibition with detergent present; 370,000 compounds, 0.041% hits; AID 485294; AmpC hydrolysis of nitrocefin, absorbance 480 nm, 0.01% Triton; P00811; Potency, µM (titrated, usually from 114 µM), for inactives: top-dose activity change, negative = inhibition, usual class: inhibitors;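 note: potency is the fitted concentration of half-maximal effect; 0% = no-compound wells and -100% = no-enzyme wells; nearly all actives have a fitted effect of over 25% in size; some results filed as inactive show a strong effect at the top dose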
Target sequence (P00811 whole entry, looked up): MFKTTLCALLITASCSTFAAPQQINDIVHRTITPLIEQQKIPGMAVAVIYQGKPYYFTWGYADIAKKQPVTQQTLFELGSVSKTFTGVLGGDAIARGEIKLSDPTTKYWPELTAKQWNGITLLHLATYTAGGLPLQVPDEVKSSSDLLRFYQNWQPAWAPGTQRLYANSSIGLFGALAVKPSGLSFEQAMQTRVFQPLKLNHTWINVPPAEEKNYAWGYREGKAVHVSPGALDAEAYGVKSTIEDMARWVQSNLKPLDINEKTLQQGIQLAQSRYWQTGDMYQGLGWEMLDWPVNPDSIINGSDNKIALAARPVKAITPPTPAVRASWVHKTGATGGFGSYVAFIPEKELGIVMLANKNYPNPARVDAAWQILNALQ
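AmpC (5.3 nM in the dispensed reagent) in 20 mM phosphate pH 7.0 with 0.01% (detergent screen) or 0.0001% Triton X-100 was preincubated with compounds for 15 min at room temperature. Nitrocefin was then added from an 800 uM solution, and hydrolysis was followed at 480 nm.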
Sm TGR block = inhibitors of Schistosoma mansoni thioredoxin glutathione reductase. Q962Y6. purified TGR, DTNB reduction, TNB absorbance 405 nm. Potency, µM (titrated, usually from 114 µM), inactives show top-dose activity change, negative = inhibition, usual class: inhibitors. 360,000 compounds, 3% hits. AID 485364; note: potency is the fitted concentration of half-maximal effect; nearly all actives have a fitted effect of over 60% in size
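First, TGR (20 nM dispensed) and NADPH were mixed with compound. Second, a 15 min room-temperature incubation followed. Third, further NADPH and then DTNB were added to start the reaction. Finally, TNB absorbance was monitored kinetically.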
HCV inh = HCV inhibition | Huh7.5.1 HCVcc-Cre infection, luciferase reporter, 44 h | Potency, µM (series often up to 41.8 µM), for the others: at the highest dose activity change, negative = inhibition, hits mostly inhibitors | 340,000 compounds, 3.4% hits; note: potency is the fitted concentration of half-maximal effect
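Whole-lifecycle infectious HCVcc-Cre system; cells 1,000/well, compound then virus (~0.5 moi) added 4 h after plating, 44 h culture. Luciferase read 15 sec following 15 min substrate incubation, room temp.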
Giardia FBPA inh = blocks Giardia fructose-bisphosphate aldolase activity | A8B2U2 | purified Giardia FBPA | Potency, µM (highest dose often 59.6 µM), for inactives: at the highest dose activity, negative = inhibition, usual class: inhibitors | 290,000 compounds, 0.71% hits | AID 2451; note: potency is the fitted concentration of half-maximal effect; nearly all actives have a fitted effect of over 55% in size
Target sequence (A8B2U2 whole entry, looked up): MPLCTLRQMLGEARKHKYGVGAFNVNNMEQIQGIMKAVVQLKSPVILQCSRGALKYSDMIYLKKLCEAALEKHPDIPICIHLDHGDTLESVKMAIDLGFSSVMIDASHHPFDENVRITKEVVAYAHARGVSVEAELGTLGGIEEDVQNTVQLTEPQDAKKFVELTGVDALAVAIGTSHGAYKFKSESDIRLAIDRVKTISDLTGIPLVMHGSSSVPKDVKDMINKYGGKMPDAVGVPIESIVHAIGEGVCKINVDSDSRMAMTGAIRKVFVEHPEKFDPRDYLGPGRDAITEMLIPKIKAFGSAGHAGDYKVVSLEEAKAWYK
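Giardia FBPA (40 nM reagent) was preincubated 10 min at RT with compound (up to 57.5 uM final), then substrate plus GAPDH/TPI/NAD/arsenate coupling system with diaphorase/resazurin was added; resorufin fluorescence (525/598 nm) was read after 20 min.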
AmpC no deterg = inhibitors of E. coli AmpC beta-lactamase without detergent | P00811 | AID 485341 | AmpC nitrocefin hydrolysis, absorbance 480 nm, 0.0001% Triton | Potency, µM (highest dose often 57.1 µM), without a hit: at the top dose activity change, negative = inhibition, hits mostly inhibitors | 330,000 compounds, 0.52% hits;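 note: potency is the fitted concentration of half-maximal effect; plate controls were no compound for no effect and no enzyme for full effect; nearly all actives have a fitted effect of over 20% in size; some results filed as inactive show a strong effect at the top dose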
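AmpC (5.3 nM in the dispensed reagent) in 20 mM phosphate pH 7.0 with 0.01% (detergent screen) or 0.0001% Triton X-100 was preincubated with compounds for 15 min at room temperature. Nitrocefin was then added from an 800 uM solution, and hydrolysis was followed at 480 nm.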
An asterisk follows results filed as active; ? = inconclusive; / = no result given; & = joins results of further samples; [ ] = dose if it differs, or a comment. Unless noted, calls come from the whole dose curve; as a rule, active = well fitted curve in the direction sought with a large enough effect; inconclusive = small, poorly fitted or top-dose-only effect, or another doubt; inactive = no such curve, though single readings can be large; an effect the other way counts as inactive or inconclusive. Unless noted, % is set by controls: 0 for no effect and ±100 for the full control effect.

A first look (4 entries):
SMILES	HCMV inh	AmpC detergent	Sm TGR block	HCV inh	Giardia FBPA inh	AmpC no deterg
CCOC(=O)c1c(C)[nH]c(C(=O)COC(=O)/C=C/c2ccc(OC(F)F)cc2)c1C	-4	0%	21%	2%	2%	-24%
COc1cc2c(cc1OC)CN(C(=O)c1cccs1)CC2	-8	-5%	2%	-11%	-8%	-7%
CN(Cc1ccccc1)c1nc2c(c(=O)[nH]c(=O)n2C)n1CCSc1nc2ccccc2[nH]1	5	?	2%	-22%	-9%	-16%
CC(Oc1ccccc1)C(=O)N1CCN(c2ccc(N3CCCCCC3)nn2)CC1 (stereo not drawn)	-5	-2%	-5%	?	/	52%

All compounds of this part, from the first entry:
SMILES	HCMV inh	AmpC detergent	Sm TGR block	HCV inh	Giardia FBPA inh	AmpC no deterg
CCOC(=O)c1c(C)[nH]c(C(=O)COC(=O)/C=C/c2ccc(OC(F)F)cc2)c1C	-4	0%	21%	2%	2%	-24%
COc1cc2c(cc1OC)CN(C(=O)c1cccs1)CC2	-8	-5%	2%	-11%	-8%	-7%
CN(Cc1ccccc1)c1nc2c(c(=O)[nH]c(=O)n2C)n1CCSc1nc2ccccc2[nH]1	5	?	2%	-22%	-9%	-16%
CC(Oc1ccccc1)C(=O)N1CCN(c2ccc(N3CCCCCC3)nn2)CC1 (stereo not drawn)	-5	-2%	-5%	?	/	52%
CCOC(=O)C1(CC2CCCCO2)CCN(Cc2nc(C(C)C)cs2)CC1 (stereo not drawn)	13	-2%	1%	?	1%	-5%
CC(C)(C)C(=O)CSc1ncnc2c1cnn2Cc1ccccc1	-17	-1%	9%	?	6%	46%
COc1ccc(NC(=O)CSc2nnc(-c3ccccc3)n2N)cc1	-1	?	-3%	9%	0%	-20%
O=C(COC(=O)c1ccc(Cl)nc1)NCCc1ccccc1	-2	/	/	3%	/	-6%
O=C(NCCc1nc2ccccc2n1Cc1ccc(Cl)cc1Cl)c1ccco1	5	-1%	2%	/	/	/
COc1ccc(/C(O)=C2/C(=O)C(=O)N(CCN(C)C)C2c2ccccn2)cc1OC (stereo not drawn)	71	2%	13µM*	-1%&15%	?	-2%
Cc1ccc(NC(=O)C[n+]2cc(-c3ccccc3)n3c2CCC3)c(C)c1	?	7%	21%	-18%	-1%	-11%
Cc1ccc(-n2c(C)cc(C(=O)COC(=O)c3c(C)noc3C)c2C)cc1	-29	0%	2%	0.32µM*	-14%	1%
COc1cc(OC)c(NS(=O)(=O)c2coc(C(N)=O)c2)cc1Cl	26	-6%	0%	13%	-8%	1%
Cc1[nH]c2ccccc2c1C(O)CN1CCC2(CC1)OCCO2 (stereo not drawn)	-24	-5%	16µM*	-7%	1%	-17%
CC(=O)c1cccc(NC(=O)COC(=O)c2cccs2)c1	-25	0%	-1%	30%	9%	1%
COc1ccc(-n2c(SCCNCCO)nc3sc4c(c3c2=O)CCCC4)cc1	-9	-10%	-16%	2.8µM*	8%	40%
COc1ccc(CCNC(=O)CSc2nn(-c3ccccc3)c(=S)s2)cc1	-1	5%	7%	4%	-5%	-18%
CC(C)(C)NC(=O)C(c1ccc(OCC(N)=O)cc1)N(C(=O)c1cccnc1)C1CC1 (stereo not drawn)	7	1%	2%	-8%	9%	-5%
CC(C)=C1SC(N2CCCCC2)=NC1=O	60	1%	-3%	-9%	-2%	-1%
CC(=O)Nc1ccc(S(=O)(=O)NC(C)C(=O)NCCc2ccc(F)cc2)cc1 (stereo not drawn)	34	0%	-1%	10%	1%	-21%
CCCN1Cc2cccc(C(=O)Nc3cc(C)cc(C)c3)c2C1=O	2	-1%	2%	/	/	/
CCc1ccc(S(=O)(=O)Nc2ccc3oc(C)c(C(=O)OCCOC)c3c2)cc1	1	7%	2%	/	/	/
O=C(CCc1ccc(S(=O)(=O)NCc2ccccc2)cc1)NCC1CCCO1 (stereo not drawn)	-22	?	1%	37%[activator]	3%	-6%
CCOC(=O)CN1C(=O)C2(C(C#N)=C(N)Oc3ccccc32)C(C(=O)OC)=C1C (stereo not drawn)	-26	-2%	-6%	15%	-18%	/
Cc1nn(CC(=O)NCCCN2CCN(C)CC2)c(=O)c2cc(-c3ccccc3)nn12	-24	2%	7%	-12%	16%	37%
c1ccc(CSc2ncnc3c2sc2nc(N4CCOCC4)c4c(c23)CCCC4)cc1	-17	-2%	4%	?	-3%	-18%
Cc1ccc(-c2nn(-c3cccc(F)c3)cc2CNCCc2ccncc2)o1	-32	-3%	-23%	-13%	-2%	39%
COc1ccc(CCNc2nc3c(-c4cccc(C)c4)nnn3c3ccccc23)cc1OC	25	-9%	-1%	/	/	/
CN(Cc1ccccc1)C(=O)c1[nH]cnc1C(=O)N[C@@H](Cc1ccccc1)C(=O)OC(C)(C)C	-8	?	0%	9%	-12%	93%[activator]
COc1cc(Br)c(C2C(C#N)=C(N)Oc3n[nH]c(-c4cccnc4)c32)cc1OC (stereo not drawn)	?	1%	-3%	13%	-10%	-22%
O=C(O)CCCN1C(=O)NC2NC(=O)NC21 (stereo not drawn)	-13	-12%	9%	-2%	3%	-22%
O=C(CN(c1cccc([N+](=O)[O-])c1)S(=O)(=O)c1ccccc1)NCc1cccnc1	13	-9%	3%	-11%	2%	-5%
CCOC(=O)c1ccccc1NC(=O)CSc1nc(=O)[nH]c2c1CCC2	-9	-1%	9%	/	/	/
O=C(NCc1cccnc1)c1ccc(S(=O)(=O)N2CCOCC2)cc1	7	?	1%	2%	12%	-8%
O=C(CSc1nnnn1-c1cccc(F)c1)NC1CC1	56	/	/	11%	/	-21%
CCOc1ccc(NC(=S)Nc2cccnc2)cc1	47	-1%	?	-17%	-3%	-20%
CCC(=O)Nc1cccc(-n2nnnc2SCC(=O)N2CCCCC2)c1	43	-8%	/	?	4%	-14%
COc1ccc(CCNCc2ccccc2F)cc1	-14	-17%	?	11%	?	-24%
COc1ccc(Cl)cc1NC(=O)CSc1ccc(-c2sc(C)nc2C)nn1	104	7%	4%	/	/	/
Cc1cc(C(=O)NNC(=S)Nc2ccccc2)nn1C	129	1%	/	13%	-9%	-15%
CC1=C(c2ccc(C(C)C)cc2)S(=O)(=O)N=C1N1CCN(c2ccc(F)cc2)CC1	-27	20%	-8%	/	/	/
CC1Sc2ccc(S(=O)(=O)CCC(=O)N3CCCC3)cc2NC1=O (stereo not drawn)	?	?	5%	-1%	6%	-9%
CC(=O)c1c(C)[nH]c(C(=O)NCc2ccc(C)cc2)c1C	12	-16%	-2%	-13%	0%	-21%
Cc1ccc(NCC(=O)N=Nc2c(O)n(C)c3ccccc23)cc1	18	-6%	0%	0%	-15%	0%
CC1=C(C(N)=O)C(c2cccs2)NC(=S)N1 (stereo not drawn)	-4	-6%	10%	6%	-7%	-7%
CC(C)c1ccc2oc(=O)cc(CN3CCCCC3)c2c1	4	7%	5%	-25%	-7%	-6%
Cc1ccc(N(CC(=O)NCCc2ccc(F)cc2)S(=O)(=O)c2ccc(Cl)c([N+](=O)[O-])c2)c(C)c1	-1	7%	-10%	10µM*	-7%	-37%
CC(=O)N1CCc2cc(S(=O)(=O)NC(Cc3ccccc3)C(=O)Nc3cc(C)cc(C)c3)ccc21 (stereo not drawn)	-28	0%	-10%	/	/	/
Cc1ccc(S(=O)(=O)c2nc(S(C)(=O)=O)sc2N2CCN(C)CC2)cc1	-104*	4%	-4%	-9%	/	-8%
CC(C)CCNC(=O)c1ccc(C2SCC(=O)N2Cc2ccco2)cc1 (stereo not drawn)	14	-2%	25µM*	-20%	-5%	-27%
Next structures
SMILES	HCMV inh	AmpC detergent	Sm TGR block	HCV inh	Giardia FBPA inh	AmpC no deterg
O=C(N/N=C/c1cc(Cl)ccc1O)c1ccncc1	-12	1%	5%	?	13%	-20%
Cc1cc(C)cc(-n2c(C)cc(C=C(C#N)C#N)c2C)c1	42	-7%	6%	-2%	4%	-16%
Cn1c(=O)cc(OCCCC(=O)Nc2ccc3c(c2)OCCO3)c2ccccc21	340	-3%	6%	-6%	-6%	12%
O=C(Cn1cc(SCc2ccccc2F)c2ccccc21)N1CCCCCC1	9	22%	4%	/	/	/
Cc1ccc(NC(=O)COC(=O)CCc2c(C)nc3ncnn3c2C)cc1C	-10	/	/	-4%	/	-5%
CC12CCC(=O)N1c1c(sc3nc(N4CCOCC4)c4c(c13)CCCC4)C(=O)N2 (stereo not drawn)	-21	?	-13%	?	?	-36%
CCCOc1ccc(S(=O)(=O)N2C(=O)CC(=O)N(Cc3ccc(OCC)cc3)C2=O)cc1	0	7%	4%	11%	11%	-15%
Cc1ccc(S(=O)(=O)/C(=C\N(C)C)c2cnc(Cl)s2)cc1	-3	-1%	?	15%	?	-29%
COc1ccc(NS(=O)(=O)c2cc(C)ccc2OC)cc1OC	-1	0%	-2%	-11%	0%	-20%
O=C(NCCOC(=O)c1ccc(C(=O)OCCNC(=O)c2cccnc2)s1)c1cccnc1	-5	-6%	2%	22µM*	/	-1%

Profiles as entered above. Order of screens: HCMV inh | AmpC detergent | Sm TGR block | HCV inh | Giardia FBPA inh | AmpC no deterg
Record of `O=C(Cn1cc(SCc2ccccc2F)c2ccccc21)N1CCCCCC1` = 9 | 22% | 4% | / | / | /
Record of `Cn1c(=O)cc(OCCCC(=O)Nc2ccc3c(c2)OCCO3)c2ccccc21` = 340 | -3% | 6% | -6% | -6% | 12%
Record of `Cc1ccc(NC(=O)COC(=O)CCc2c(C)nc3ncnn3c2C)cc1C` = -10 | / | / | -4% | / | -5%
Record of `Cc1cc(C)cc(-n2c(C)cc(C=C(C#N)C#N)c2C)c1` = 42 | -7% | 6% | -2% | 4% | -16%

The order is random, and some 9.9% of all compounds hit somewhere here.
